High-throughput results (PubChem)
BRCA1 expr act: qHTS Assay to Identify Small Molecule Activators of BRCA1 Expression; MCF7-BRCA1-FFLuc reporter, luminescence, 48 h; response scale: scaled: vehicle 0%, 10 µM genistein 100%; Potency, µM (highest dose often 46.1 µM), inactives show at the top dose activation, most hits filed as activators; 1.1% of 380,000 active; active = well fitted activation curve with a large enough effect; inconclusive = small, poorly fitted or top-dose-only effect; inactive = no such curve, though single readings can be large or run the other way; also: nearly all actives have a fitted effect of over 80% in size; some results filed as inactive show a strong effect at the top dose
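Activators of BRCA1 expression were detected as increased firefly luciferase luminescence in engineered MCF7 cells after 48 h compound incubation. Signals were scaled to genistein 10 microM as full activation.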
uPA surface inh: qHTS for Inhibitors of Cell Surface uPA Generation; cell surface uPA generation assay, qHTS; Potency, µM (top dose mostly 38.3 µM), inactives show at the highest dose activity change, negative = inhibition, actives largely listed as inhibitors; 0.31% of 330,000 active; active = well fitted inhibition curve with a large enough effect; inconclusive = small, poorly fitted or top-dose-only effect; inactive = no such curve, though single readings can be large or run the other way; tested in mouse RAW 264.7 cells; also: % is scaled to controls: 0 for no effect and ±100 for the full control effect; nearly all actives have a fitted effect of over 55% in size
* = called active by the depositor; u = inconclusive; [ ] = another dose, or the depositor's remark. Potency is read from the fitted curve at half-maximal effect. This is a subset (hit frequency here may not be typical).

Preview (14 entries):
BRCA1 expr act,uPA surface inh,canonical_smiles
-83%,-14%,COc1cc(OCc2ccccc2)c(C(=O)/C=C/c2ccc3c(c2)OCO3)c(OC)c1OC
-64%,-10%,CCCCC(=O)OCC(=O)C1(O)Cc2c(O)c3c(c(O)c2C(OC2CC(NC(=O)C(F)(F)F)C(O)C(C)O2)C1)C(=O)c1c(OC)cccc1C3=O (configuration not stated)
-29%,4%,Cc1ccc(C(=O)C2C(c3ccc(-c4ccccc4[N+](=O)[O-])o3)NC(=O)NC2(O)C(F)(F)F)cc1 (configuration not stated)
7.9µM*,-5%,COc1cc2c(cc1N)-c1ccc(N)cc1C2
10%,-3%,CC(C)(C)c1nnc(NS(C)(=O)=O)s1
9%,3%,CC(C)CCN1CCC(CN2C(=O)C(=O)NC[C@@H]2Cc2ccccc2)CC1
36%,0%,CC(C)=N/N=C1/NC(=O)C(c2ccc(Cl)cc2)S1 (configuration not stated)
-13%,4%,Cc1nc(Nc2nc3c(c(=O)[nH]2)CCC3)nc2ccccc12
-55%,13%,Oc1cccc(C=NN=C2c3ccccc3-c3ccccc32)c1
5%,-4%,Cc1cccc(Cc2nc3ccccc3[nH]2)c1
39%,-1%,CCn1ncc(C(=O)Nc2ccc(F)cc2)c1C
-2%,10%,CC(C)=CCc1c([C@@H]2CCc3ccc(O)cc3O2)cc2c(c1O)OC(C)(C)C=C2
-3%,3%,COc1cccc(NC(=O)CN(C)C(=O)C2CC(=O)N(CCc3ccc(OC)c(OC)c3)C2)c1 (configuration not stated)
-9%,-1%,CCOC(=O)Nc1cccnc1Sc1ccc(Cl)cc1

This part in full, repeating the preview:
BRCA1 expr act,uPA surface inh,canonical_smiles
-83%,-14%,COc1cc(OCc2ccccc2)c(C(=O)/C=C/c2ccc3c(c2)OCO3)c(OC)c1OC
-64%,-10%,CCCCC(=O)OCC(=O)C1(O)Cc2c(O)c3c(c(O)c2C(OC2CC(NC(=O)C(F)(F)F)C(O)C(C)O2)C1)C(=O)c1c(OC)cccc1C3=O (configuration not stated)
-29%,4%,Cc1ccc(C(=O)C2C(c3ccc(-c4ccccc4[N+](=O)[O-])o3)NC(=O)NC2(O)C(F)(F)F)cc1 (configuration not stated)
7.9µM*,-5%,COc1cc2c(cc1N)-c1ccc(N)cc1C2
10%,-3%,CC(C)(C)c1nnc(NS(C)(=O)=O)s1
9%,3%,CC(C)CCN1CCC(CN2C(=O)C(=O)NC[C@@H]2Cc2ccccc2)CC1
36%,0%,CC(C)=N/N=C1/NC(=O)C(c2ccc(Cl)cc2)S1 (configuration not stated)
-13%,4%,Cc1nc(Nc2nc3c(c(=O)[nH]2)CCC3)nc2ccccc12
-55%,13%,Oc1cccc(C=NN=C2c3ccccc3-c3ccccc32)c1
5%,-4%,Cc1cccc(Cc2nc3ccccc3[nH]2)c1
39%,-1%,CCn1ncc(C(=O)Nc2ccc(F)cc2)c1C
-2%,10%,CC(C)=CCc1c([C@@H]2CCc3ccc(O)cc3O2)cc2c(c1O)OC(C)(C)C=C2
-3%,3%,COc1cccc(NC(=O)CN(C)C(=O)C2CC(=O)N(CCc3ccc(OC)c(OC)c3)C2)c1 (configuration not stated)
-9%,-1%,CCOC(=O)Nc1cccnc1Sc1ccc(Cl)cc1
7%,16%,O=C(NCc1ccc(OC(F)(F)F)cc1)c1cc(-c2ccccc2)nn1CC1CC(c2cccnc2)=NO1 (configuration not stated)
1%,2%,CCOC(=O)C(CC)Sc1nnc2cc(C)c3ccccc3n12 (configuration not stated)
3%,-3%,CC(C)(C)N(Cc1ccccc1)C(=O)COC(=O)C1CC(=O)N(Cc2ccccc2)C1 (configuration not stated)
4%,4%,COC(=O)c1c(C)cc(O)c(C)c1O
u,-13%,CNC(C)C#Cc1ccc2c(=O)c3cc(C)c(C)cc3oc2c1 (configuration not stated)
u,-11%,O=C(NCc1ccc(Cl)cc1Cl)Nc1ccccc1
-67%,-8%,COc1ccc(Cl)cc1C=CC=Nc1ccccc1O
0%,0%,CCCCCCCCCCCCN1[C@@H](CC(C)=O)c2cc(F)ccc2S1(=O)=O
-20%,3%,Cc1cc(C)c(C)c(S(=O)(=O)N2CCC(C(=O)N(C)Cc3nc4ccccc4c(=O)[nH]3)CC2)c1C
53%,3%,C#CCNC(=O)C1=C[C@H](C)C[C@H](OCc2ccc(CO)cc2)O1
13%,-2%,Cc1ccc(C)c(N/C=C(\C#N)c2nc3ccccc3o2)c1
-91%[inhibitor],-6%,CCOC(=O)/C=c1/s/c(=C\c2c(OC)ccc3ccccc23)c(=O)n1CC(=O)NCC1CCCO1 (configuration not stated)
5.6µM*,-7%,COc1ccc(O)c(C(=O)CC(=O)c2ccncc2)c1
4µM*,12%,O=[N+]([O-])c1ccc(N/N=C/c2cccs2)nc1
2%,-3%,O=C(Cc1cccc(NC(=O)C2CCCN(C(=O)c3ccccc3)C2)c1)Nc1ccc(C(=O)N2CCOCC2)cc1 (configuration not stated)
9%,-6%,Cc1ccc(S(=O)(=O)N2CCN(C(=O)COC(=O)c3ccccc3OC(F)F)CC2)c(C)c1
-86%,3%,Nc1ccc(Oc2ccccc2-c2ccccc2)cc1
-18%,8%,CN(Cc1ccccc1)C(=O)c1ccc(NC(=O)Cc2ccc(NC(=O)C3CCN(C(=O)c4ccccc4)CC3)cc2)cc1
4%,-3%,COc1ccc(F)cc1CN1CCN(C(=O)c2ccc(S(=O)(=O)N3CCCCCC3)cc2)CC1
-18%,4%,COc1cc(/C=C/C(=O)Nc2ccc(S(=O)(=O)Nc3onc(C)c3C)cc2)cc(OC)c1OC
-14%,-1%,c1ccc(-c2nnnn2-c2ccccn2)cc1
11µM*,u,CC1(c2nnc(-c3cccc(Cl)c3)o2)CC(c2ccc(F)cc2)=NO1 (configuration not stated)
0%,-18%,CCOC(=O)C[C@H]1c2ccccc2S(=O)(=O)N1Cc1ccc(Cl)cc1
-61%,-11%,COc1ccc2ccccc2c1C1NC(=O)c2ccccc2N1 (configuration not stated)
-45%,-20%,Cc1nc(-c2ccc(F)cc2)c(CC(=O)N(C)CC(=O)Nc2ccc(Cl)c(C(F)(F)F)c2)s1
1%,9%,C#CCOCCOCCOCCNc1nc(N2CCN(C(=O)[C@H]([C@@H](C)CC)n3cc(CCCN=C(N)N)nn3)CC2)nc(N2CCN(C(=O)[C@H]([C@@H](C)CC)n3cc(CCC(=O)O)nn3)CC2)n1
16%,6%,CC(/C=N\NC(=O)c1cccnc1)c1ccccc1 (configuration not stated)
5%,1%,O=C(Cc1cccc(NC(=O)C2CCCN(C(=O)C3CCCC3)C2)c1)Nc1ccc(C(=O)N2CCCCC2)cc1 (configuration not stated)
-32%,8%,CC1(C)c2[nH]c3ccccc3c2C[C@H]2C(=O)N(Cc3ccccc3)C(=O)N21
-18%,-1%,CCCCCC(=C/c1ccccc1)/C=N/Nc1ccc(S(=O)(=O)N2CCOCC2)cc1[N+](=O)[O-]
-21%,-6%,CCCCCN(C(=O)CCC(=O)OC(C)C(=O)c1ccc(CC)cc1)c1c(N)n(CCCC)c(=O)[nH]c1=O (configuration not stated)
0%,3%,C[C@H]1CN(S(=O)C(C)(C)C)[C@@H](CCO)/C1=C\CCO (some centres not stated)
15%,11%,CC(C)CC(CO)NS(=O)(=O)c1cccc(Cl)c1F (configuration not stated)
4%,4%,O=C(NCC(c1cccs1)N1CCOCC1)c1cccc(S(=O)(=O)Nc2ccc(F)cc2)c1 (configuration not stated)
26%,2%,COc1cc2c(c3ccccc13)CCCC2=O
15%,-2%,CCOc1ccc(NC(=O)c2ccc(NS(=O)(=O)c3cccc4cccnc34)cc2)cc1

Remaining list, next part
BRCA1 expr act,uPA surface inh,canonical_smiles
-27%,-2%,CCN(c1ccccc1)S(=O)(=O)c1cc(C(=O)OCC(=O)c2c(N)n(C)c(=O)n(C)c2=O)ccc1C
0%,7%,COc1ccc(-c2csc(NC(CO)c3nc4ccccc4n3CCCO)n2)cc1 (configuration not stated)
4%,2%,O=C1OC(c2ccccc2)=N/C1=C/c1cccc(OC(=O)c2cccs2)c1
12%,7%,O=C(Cc1ccc(NC(=O)C2CCN(C(=O)c3ccccc3)CC2)cc1)Nc1cccc(C(=O)N2CCCC2)c1
0%,1%,CC(C)CNC(=O)C1Nc2ccc(OC(F)(F)F)cc2C2C=CCC12 (configuration not stated)
-22%,0%,CCN1C[C@@H]2[C@@H]3C(=O)N(Cc4ccccc4)C(=O)[C@@H]3[C@](C)(C1=O)N2C(=O)c1ccc(C(C)(C)C)cc1
-9%,4%,CC(=O)NC1CC2CCCC(C1)N2C(=O)Nc1cccc(C)c1 (configuration not stated)
3%,6%,Clc1ccc(Oc2nc(N3CCOCC3)nc(N3CCOCC3)n2)c(C2CCCCC2)c1
37%,1%,CSc1nc(O)c(C(c2ccc(F)cc2)c2c(O)nc(SC)[nH]c2=O)c(=O)[nH]1
8%,2%,CC(Sc1ccccc1)C(=O)N/N=C/c1ccccc1 (configuration not stated)
8%,8%,COc1ccc(N=Nc2c(C)[nH]c3ccccc23)cc1
-22%,-3%,CN(c1ccc(C(=O)NC2CCCCC2)cc1)S(=O)(=O)c1ccccc1
u,0%,CCOc1ccc(C(=O)Cc2ccccc2)cc1
-15%,2%,CC(CSc1n[nH]c(=S)s1)c1ccccc1 (configuration not stated)
-6%,-3%,O=[N+]([O-])c1ccc(C=NNC(=S)NN=Cc2ccc([N+](=O)[O-])cc2)cc1
-24%,-2%,COc1ccc(CCNC(=O)c2cc3c(=O)n4ccccc4nc3n(CC3CCCO3)c2=N)cc1 (configuration not stated)
-43%,-1%,CN(C)CCC(Oc1ccccc1OCc1ccccc1)c1ccccc1 (configuration not stated)
0%,-10%,CC(C)(C)S(=O)(=O)N1C[C@H]2CC/C=C\C/C(c3ccccc3)=C\2[C@@H]1CCO
-17%,0%,Cc1ccc(C(=O)NCC(C)NC(=O)c2ccc(C)c([N+](=O)[O-])c2)cc1[N+](=O)[O-] (configuration not stated)
u,-2%,ON=C(CCc1ccccc1)c1ccccc1
u,-7%,Cc1cc(C(=O)NC2CCCCCCC2)ccc1[N+](=O)[O-]
-13%,2%,CCC1(CC)CNC(=O)NC1
-15%,4%,CC(NC(=O)c1ccccc1Cl)c1ccc(-n2ccnc2)cc1 (configuration not stated)
1%,-1%,COc1cccc2c1CCC1=CC(=O)CCC12C (configuration not stated)
11%,6%,O=C1Nc2ccc(Br)cc2C12OCCO2
14%,-20%,COC(=O)C[C@H]1c2cc(F)ccc2S(=O)(=O)N1Cc1ccccc1OC
-57%,-5%,O=C(Nc1ccccc1)OCCOc1ccc(Cl)cc1Cl
5%,2%,CNC(=O)c1cc2cc(Cl)cc(OC)c2oc1=O
1%,-1%,CC1=NN(c2cc(Cl)c(S(=O)(=O)O)cc2Cl)C(=O)C1
-24%,6%,O=C(O)c1cc(N2CCCCC2)ccn1
-4%,2%,CC[C@]12C(=O)N(C)C[C@H]([C@@H]3C(=O)N(C)C(=O)[C@@H]31)N2C(=O)c1ccccc1
-37%,0%,O=C(NCCNC(=O)Oc1cccc2ccccc12)Oc1cccc2ccccc12
-21%,0%,NC(=O)C1(C(=O)O)OC1(c1ccc(Cl)cc1)c1ccccc1Cl (configuration not stated)
-17%,19%,O=C(NCc1ccccc1)C1=C[C@@H](c2ccc3c(c2)OCO3)C[C@@H](OCCCCO)O1
-26%,5%,O=C(c1ccco1)N1CCN(C(=O)c2cccn3c(=O)c4c5c(sc4nc23)CCCC5)CC1
-26%,-5%,CSCCC(NC(=O)c1cccc(S(=O)(=O)N2CCN(C(C)=O)CC2)c1)c1nc2ccccc2[nH]1 (configuration not stated)
-16%,3%,Cc1ccc(NS(=O)(=O)c2ccccc2)c([N+](=O)[O-])c1
-6%,-13%,COC(=O)C[C@H]1c2cc(C(F)(F)F)ccc2S(=O)(=O)N1C(C)(C)C
-32%,1%,COc1ccc(C2=C(C=O)Cc3ccccc3O2)cc1
-2%,1%,Cc1ccc(C(=O)NCC(C)NC(=O)c2ccc(C)c(C)c2)cc1C (configuration not stated)
28%,-3%,O=C(O)C1=C[C@H](C2CC2)C[C@H](OCc2ccc(CO)cc2)O1
11%,10%,CCN(CC(=O)Nc1ccccc1C(F)(F)F)C(=O)c1ccc(-n2nc(C)c(CCC(=O)OC)c2C)cc1
-3%,-16%,O=[N+]([O-])c1ccc(Sc2ccc(F)cc2)nc1
6%,10%,Cc1ccccc1N=Cc1ccc[nH]1
-4%,-16%,S=C1NCCN1CC1CCN(CCC23CC4CC(CC(C4)C2)C3)CC1
38%,-2%,Nc1cc(SCc2ccc(Cl)cc2Cl)ncn1
-6%,15%,C#CCOCCOCCOCCNc1nc(N2CCN(C(=O)C([C@@H](C)CC)n3cc(C(N)COC(=O)C(F)(F)F)nn3)CC2)nc(N2CCN(C(=O)[C@H](CCC(=O)O)n3cc(C(N)CC(C)C)nn3)CC2)n1 (some centres not stated)

Part of the list above, with values under each structure.
Order of results: BRCA1 expr act, uPA surface inh
S=C1NCCN1CC1CCN(CCC23CC4CC(CC(C4)C2)C3)CC1
  -4%, -16%
CCN(CC(=O)Nc1ccccc1C(F)(F)F)C(=O)c1ccc(-n2nc(C)c(CCC(=O)OC)c2C)cc1
  11%, 10%
